High-throughput results (PubChem BioAssay)
G9a inh – inhibitors of human histone lysine methyltransferase G9a | hit rate 8.8% among 350,000 | Q96KQ7 | AID 504332 | Potency, µM (series often up to 102 µM), for inactives: at the top dose activity, negative = inhibition, most hits filed as inhibitors | G9a H3K9 monomethylation, AlphaScreen, 2 h; further: on the % scale 0 is the no-effect control and ±100 the full control effect; nearly all actives have a fitted effect of over 75% in size
Target sequence (Q96KQ7 913-1193 limits assumed): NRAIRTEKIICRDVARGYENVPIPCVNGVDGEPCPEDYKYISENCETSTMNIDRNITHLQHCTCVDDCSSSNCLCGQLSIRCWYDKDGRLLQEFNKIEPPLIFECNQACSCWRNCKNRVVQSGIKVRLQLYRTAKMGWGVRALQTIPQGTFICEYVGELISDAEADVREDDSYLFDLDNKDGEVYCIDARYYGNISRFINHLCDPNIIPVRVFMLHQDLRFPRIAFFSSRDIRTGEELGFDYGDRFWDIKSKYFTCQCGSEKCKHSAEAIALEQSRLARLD
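Enzyme 20 nM + cpd, 15 min RT; add b-H3K9 pep 500 nM / SAM 20 uM; 2 h RT; anti-H3K9me1 Ab 0.5 ug/mL + SA donor / anti-rabbit acceptor beads 20 ug/mL each, 10 min; AlphaScreen read.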
BLM inh – blocks DNA unwinding by human BLM helicase; hit rate 0.2% among 350,000; recombinant BLM DNA unwinding, fluorescence dequenching; P54132; Potency, µM (doses to about 56.1 µM), for the others: top-dose activity change, negative = inhibition, most hits filed as inhibitors;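 further: plate controls were vehicle for no effect and no enzyme for full effect; nearly all actives have a fitted effect of over 35% in size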
Pol beta inh – inhibitors of human DNA polymerase beta; Pol beta primer extension/strand displacement, fluorescence kinetic; P06746; hit rate 1.3% among 340,000; Potency, µM (top dose mostly 114 µM), for the others: top-dose activity change, negative = inhibition, most hits filed as inhibitors; further: on the % scale 0 is the no-effect control and ±100 the full control effect
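Enzyme-only controls used 10 nM Pol beta; buffer lacking enzyme served as negative control. Compound preincubated 15 min, then 50 nM substrate added; 0 and 10 min reads at room temperature.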
POLH inh – DNA polymerase eta (human) inhibition; Q9Y253; recombinant Pol eta, fluorescent DNA replication assay; hit rate 1.2% among 390,000; Potency, µM (titrated, usually from 114 µM), for the others: top-dose activity change, negative = inhibition, hits mostly inhibitors; further: on the % scale 0 is the no-effect control and ±100 the full control effect
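Pol eta at 10 nM preincubated with compounds 15 min at room temperature; reaction started with fluorescent substrate (50 nM final) and read kinetically at 0 and 10 min.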
APE1 inh – APE1 (human) endonuclease inhibition. P27695. hit rate 0.35% among 350,000. Potency, µM (series often up to 65.8 µM), without a hit: top-dose activity change, negative = inhibition, hits mostly inhibitors. AID 2517. recombinant APE1, TAMRA/BHQ-2 abasic DNA cleavage fluorescence;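 further: plate controls were vehicle for no effect and reference inhibitor for full effect; nearly all actives have a fitted effect of over 55% in size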
Target sequence (P27695 whole entry, looked up): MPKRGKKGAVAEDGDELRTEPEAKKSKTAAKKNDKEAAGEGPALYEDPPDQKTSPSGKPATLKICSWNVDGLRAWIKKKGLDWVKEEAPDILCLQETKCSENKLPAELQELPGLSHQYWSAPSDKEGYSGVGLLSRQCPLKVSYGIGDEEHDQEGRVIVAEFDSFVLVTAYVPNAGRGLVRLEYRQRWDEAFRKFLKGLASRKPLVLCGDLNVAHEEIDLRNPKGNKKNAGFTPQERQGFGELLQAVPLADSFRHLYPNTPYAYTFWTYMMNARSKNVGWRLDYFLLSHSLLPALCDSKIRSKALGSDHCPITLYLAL
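Enzyme (0.75 nM final) and test compound are incubated 15 min at room temperature before adding 50 nM quenched THF abasic-site duplex. Cleavage dequenches TAMRA, followed at 525/598 nm over three reads one minute apart.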
Apoferritin bind – binds horse apoferritin like a general anesthetic | P02791 | apoferritin/1-aminoanthracene competitive binding, fluorescence | Potency, µM (series often up to 77.5 µM), without a hit: at the top dose activity change, negative = displacement, actives largely listed as inhibitors | hit rate 0.074% among 350,000; further: on the % scale 0 is the no-effect control and ±100 the full control effect; nearly all actives have a fitted effect of over 20% in size
Target sequence (P02791 2-175 limits assumed): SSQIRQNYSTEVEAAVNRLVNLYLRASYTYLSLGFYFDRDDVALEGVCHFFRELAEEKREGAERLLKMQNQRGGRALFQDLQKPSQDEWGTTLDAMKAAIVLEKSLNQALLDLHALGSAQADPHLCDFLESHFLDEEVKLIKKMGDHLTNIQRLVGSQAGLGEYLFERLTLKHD
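Apoferritin-based anesthetic binding model; compound displacement of fluorescent 1-AMA measured as endpoint fluorescence after 10 minutes at room temperature, scaled to free-ligand and complex controls.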
BAZ2B block – BAZ2B (human) inhibition. AlphaScreen BAZ2B-H3K14Ac peptide displacement. AID 504333. hit rate 4.4% among 360,000. Q9UIF8. Potency, µM (top dose mostly 114 µM), without a hit: at the top dose activity change, negative = inhibition, usual class: inhibitors; further: on the % scale 0 is the no-effect control and ±100 the full control effect; nearly all actives have a fitted effect of over 60% in size
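AlphaScreen displacement: compounds (up to 110uM) incubated 30 min at room temperature with a preformed 50 nM BAZ2B/50 nM biotinylated H3K14Ac peptide complex in PBS pH 7.4 with Tween-20. Donor and acceptor beads at 10 ug/mL final added, 20 min light-protected before reading.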
POLI inh – DNA polymerase iota (human) inhibition. hit rate 1% among 390,000. Pol iota fluorescent replication assay, 10 min. Potency, µM (top dose mostly 115 µM), inactives show top-dose activity, negative = inhibition, actives largely listed as inhibitors. Q9UNA4
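Pol iota at 10 nM preincubated 15 min with compounds at room temperature; reaction started with fluorescent substrate, 50 nM final. Fluorescence read kinetically at 0 and 10 min; buffer-only wells as negative control.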
POLK inh – inhibitors of human DNA polymerase kappa; purified Pol kappa, fluorescent DNA synthesis assay, 10 min; Potency, µM (doses to about 107 µM), without a hit: top-dose activity, negative = inhibition, usual class: inhibitors; hit rate 0.53% among 400,000; AID 588579; further: on the % scale 0 is the no-effect control and ±100 the full control effect
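50 nM final substrate added after 15 min RT preincubation of 10 nM Pol kappa with compound; fluorescence read at 0 and 10 min.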
An asterisk follows results filed as active; ? = inconclusive; nt = no result given; [ ] = remark or other dose. The call rests on the fitted dose curve; in most records, active means well fitted curve in the direction sought with a large enough effect; inconclusive means small, poorly fitted or top-dose-only effect, or another doubt; inactive means no such curve, though single readings can be large; an effect the other way counts as inactive or inconclusive. Potency means the concentration at half of the fitted maximal effect. The list is partial (hit frequency here may not be typical).

Below each compound – G9a inh | BLM inh | Pol beta inh | POLH inh | APE1 inh | Apoferritin bind | BAZ2B block | POLI inh | POLK inh
Oc1ccc(Br)cc1-c1cc(-c2ccc(Cl)cc2)n[nH]1
 : -33%[12.7 µM] | 5% | -2% | -19% | 1% | -22% | -13% | -7% | -13%
CCC(=O)Nc1ccc(N2CCCCC2)c(C(=O)Nc2ccccc2C)c1
 : ? | -8% | 3% | -19% | -3% | -21% | ? | -13%[58.9 µM] | -8%
Cc1cc(C)c(C#N)c(SCCS(=O)(=O)c2ccc(C(C)(C)C)cc2)n1
 : 11%[59 µM] | -12% | 1% | 1% | -1% | -14% | 13% | 7% | -5%
CCCCN1CCc2c1nc1ccc(Br)cc1c2N
 : 8%[12.7 µM] | 1% | 1% | -19% | -1% | ? | -8% | 2% | -9%
N#CCCN(CCC#N)c1nncs1
 : -22%[12.7 µM] | -11% | 7% | -8% | 0% | 0% | 6% | -3% | -1%
O=C(CCS(=O)(=O)c1ccc2c(c1)NC(=O)CS2)NCCc1ccc(Cl)cc1
 : 10% | 0% | 7% | -23% | 9% | -11% | -18% | 17% | -4%
COc1ccc(-n2nc3c(c2NC(=O)C2CC(=O)N(c4ccccc4)C2)CS(=O)(=O)C3)cc1 (stereo not drawn)
 : nt | 1% | 12% | -16% | 1% | -1% | -3% | 20% | -13%
O=C(CCCC(=O)c1ccccc1)NCCc1ccccc1
 : -5% | 2% | 40% | 3% | -2% | 6% | 7% | 23% | -15%
CCc1ccc(CN2CCC(n3nccc3NC(=O)c3ccccc3C)CC2)cc1
 : nt | 0% | -1% | -9% | 9% | ? | -15% | ? | -15%
COc1ccc(C(=O)OC(C(=O)c2ccccc2)c2ccccc2)cc1 (stereo not drawn)
 : -4%[59 µM] | -15% | ? | 2% | 9% | -22% | -2% | 9% | -2%

4 entries already listed, arranged by molar mass, smallest number first.
Below each compound – G9a inh | BLM inh | Pol beta inh | POLH inh | APE1 inh | Apoferritin bind | BAZ2B block | POLI inh | POLK inh
O=C(CCCC(=O)c1ccccc1)NCCc1ccccc1
 : -5% | 2% | 40% | 3% | -2% | 6% | 7% | 23% | -15%
COc1ccc(C(=O)OC(C(=O)c2ccccc2)c2ccccc2)cc1 (stereo not drawn)
 : -4%[59 µM] | -15% | ? | 2% | 9% | -22% | -2% | 9% | -2%
Oc1ccc(Br)cc1-c1cc(-c2ccc(Cl)cc2)n[nH]1
 : -33%[12.7 µM] | 5% | -2% | -19% | 1% | -22% | -13% | -7% | -13%
COc1ccc(-n2nc3c(c2NC(=O)C2CC(=O)N(c4ccccc4)C2)CS(=O)(=O)C3)cc1 (stereo not drawn)
 : nt | 1% | 12% | -16% | 1% | -1% | -3% | 20% | -13%

(list continues)
Below each compound – G9a inh | BLM inh | Pol beta inh | POLH inh | APE1 inh | Apoferritin bind | BAZ2B block | POLI inh | POLK inh
COc1ccc(NC(=O)CN2C(=O)C(C)Oc3ccccc32)cc1 (stereo not drawn)
 : 9% | 0% | 16% | -1% | 10% | -6% | -4% | 5% | -14%
O=C(CSc1nc(=O)n2ccccc2n1)Nc1cccc2ccccc12
 : 50µM* | nt | nt | -18% | 41% | nt | -2% | 82%[activator] | -4%
CC(C)(CC(=O)O)CC(=O)O
 : nt | 6% | 65% | -16% | -5% | -4% | ? | 20% | -14%
Cc1ccc(S(=O)(=O)/N=S(\C)C(C)C)cc1 (stereo not drawn)
 : 22%[59 µM] | 1% | 14% | -17% | 19% | 4% | 4% | 141%[activator] | -9%
CSc1ncc(C(=O)Nc2cccc(C)c2C)c(-c2ccccc2)n1
 : -8%[59 µM] | 1% | -1% | 7% | nt | -6% | -27% | -16% | 5%
Cc1ccc(S(=O)(=O)n2cnc3cc([N+](=O)[O-])ccc32)cc1C
 : -2%[12.7 µM] | -2% | 4% | 4% | 4% | -7% | ? | 11% | -4%
CCN(CC)CCN(C(=O)C1=COCCO1)c1nc2c(OC)ccc(OC)c2s1
 : 45µM* | 53%[activator] | ? | -27% | 30% | -15% | -21% | 27% | 1%
Cc1cccc(C)c1NC(=O)CN(C)S(=O)(=O)c1ccc2c(c1)n(C)c(=O)c(=O)n2C
 : 3%[59 µM] | -1% | 1% | -5% | nt | -18% | 4% | 16% | -10%
CCC(C)(C)n1nnnc1CN1CCC(NC(=O)c2ccc(Br)cc2)CC1
 : -13%[59 µM] | -1% | 0% | ? | -3% | -9% | -1% | 0% | -11%
O=C(C[n+]1cccc(CNC(=O)c2ccc(OC(F)F)cc2)c1)Nc1ccc(F)cc1
 : -20%[59 µM] | -8% | 7% | -4% | 4% | -10% | 6% | 9% | -5%
Cc1cc(NC(=O)c2ccccc2F)nc2c1c(=O)oc1ccccc12
 : 18%[59 µM] | -3% | 15% | -6% | -10% | -11% | -2% | 30% | 7%
O=C(O)c1ccc2c(c1)C(=O)N(C(Cc1ccccc1)C(=O)O)C2=O (stereo not drawn)
 : -38%[59 µM] | 7% | 8% | -13% | 4% | -5% | ? | -7% | -8%[60.1 µM]
Nc1cc2ccncc2c2ccccc12
 : -1% | 76%[activator] | ? | -22% | ? | 234%[activator] | -3% | 4% | -11%
CCOc1ccc(CCNC(=O)c2nccnc2C(=O)O)cc1OCC
 : 50µM* | -11% | 2% | -6% | -22% | -10% | ? | 11% | 19%
CS(=O)(=O)N1N=C(c2ccc(Br)cc2)CC1c1cccs1 (stereo not drawn)
 : -3%[59 µM] | -3% | 8% | -12% | -3% | -22% | -1% | -2% | 3%
O=C(Oc1ccc(F)cc1)c1ccc2c(=O)n3c(nc2c1)CCC3
 : 50µM* | nt | nt | ? | 3% | nt | -1% | 16% | -8%
O=S(=O)(NC1=NCCCCC1)c1ccccc1Cl
 : 5% | 0% | 4% | -11% | 1% | 4% | 2% | 10% | 8%
Cc1ccc(N=C2NC(=O)/C(=C/c3cccn3C)S2)c(C)c1
 : -35% | -6% | 4% | -13% | -1% | -22% | -27% | 20% | -9%
Cn1cc(C(=O)c2ccccc2)cc1-c1nc2ccccc2n1C
 : 50µM* | -7% | 12% | -11% | 6% | -11% | -39% | 29% | -4%
Cc1ccc(CNC(=O)C2CCCN(S(=O)(=O)c3ccc4c(ccn4C)c3)C2)cc1 (stereo not drawn)
 : 3%[59 µM] | 0% | -3% | -23% | nt | -8% | -1% | 41%[activator] | -11%[60.1 µM]
COc1ccccc1N(C)S(=O)(=O)c1ccc(C(=O)OCC(=O)NCC(F)(F)F)cc1
 : -30% | -4% | -9% | -13% | 29% | -9% | 10% | 74%[activator] | 2%
CC(Sc1nnc(-c2ccccc2F)o1)C(=O)Nc1ccc(N2CCOCC2)cc1 (stereo not drawn)
 : ? | nt | nt | -4% | -1% | nt | 10% | 4% | -14%
C=C(C)C1CC=C(C)/C(=N\NC(=O)CCC(=O)Nc2ccc(C)c(C)c2)C1 (stereo not drawn)
 : -9% | -1% | ? | 4% | 7% | -9% | ? | 32%[activator] | -7%
COC(=O)c1ccc(COC(=O)c2ccc(N(C)C)cc2)cc1
 : 18%[59 µM] | 4% | -5% | -16% | -11% | 53%[activator] | 40%[activator] | 27% | -14%
O=C(c1cccnc1)N1CCN(C(=O)c2cccc(Cl)c2)CC1
 : nt | -9% | -5% | -20% | 14% | -5% | 3% | 44%[activator] | -2%
Cc1noc(C)c1S(=O)(=O)N1CCC(C(=O)N2CCN(C3CCCC3)CC2)CC1
 : ? | 1% | 12% | nt | 1% | -4% | -2% | nt | nt
CCCCNc1nc(C)c(C(C)=O)cc1C#N
 : 1% | 0% | 40%[activator] | 1% | -14% | 8% | -25% | 17% | -6%
CC(=O)c1ccc(OCC(=O)Nc2ccc3nc(C)sc3c2)cc1
 : 0% | 3% | 56% | -2% | -1% | -14% | -21% | 174%[activator] | 5%
O=C(Nc1cccc(S(=O)(=O)NCc2ccco2)c1)c1cccc(Cl)c1
 : nt | nt | nt | -6% | 16% | nt | nt | ? | -6%
COC(=O)c1nn(-c2ccccc2)c(Sc2ccc(OC)cc2)c1/C=N/O
 : ? | -3% | 12% | -20% | 11% | -15% | 6% | 5% | -15%
Cc1ccc(SCCC(=O)Nc2ccc(Br)c(C)c2)cc1
 : 61%[activator][59 µM] | -7% | -10% | -14% | -4% | -13% | 40%[activator] | 3% | -17%
O=C(NC1(C(F)(F)F)NC(=O)N(Cc2cccnc2)C1=O)c1ccc(F)cc1 (stereo not drawn)
 : -7% | -4% | 10% | -1% | -1% | -6% | -5%[57.1 µM] | 17% | 7%
CCOC(=O)N/N=C(C)/C=C/c1ccccc1
 : 19%[59 µM] | 0% | 27% | -12% | -4% | -4% | 0% | ? | ?
Cc1ccc(C)c(Nc2cc(C(=O)NCCCN(C)C3CCCCC3)c3ccccc3n2)c1
 : -8%[59 µM] | 3% | ? | -11% | nt | -3% | nt | 7% | -23%
COC(=O)[C@H](C)NC(=O)c1cc2c(cn1)[nH]c1ccccc12
 : 1.4µM* | 1% | 82% | -12% | -11% | -15% | ? | ? | 5%
Cc1ccc2c(C)cc(=S)[nH]c2c1
 : 50µM* | -4% | 3% | -14% | 0% | -7% | -18% | 26% | 4%
COc1cccc(C(=O)C2CCCN(Cc3cn(CC(N)=O)c4ccccc34)C2)c1 (stereo not drawn)
 : nt | -3% | 26% | 5% | 5% | -17% | -4% | 49%[activator] | -15%
CCOC(=O)CSc1nc(-c2ccc(OCC)cc2)cc(C(F)(F)F)c1C#N
 : 49%[activator][59 µM] | 3% | 9% | -22% | nt | 45%[activator] | ? | 23% | 1%
C=CCC1NCCc2c(Br)cccc21 (stereo not drawn)
 : 22µM* | 1% | 1% | -13% | -5% | -8% | -21% | 47%[activator] | -1%
COc1ccc(NC(=O)CSc2nnc(-c3ccccc3)n2Cc2ccco2)c(OC)c1
 : 11%[59 µM] | -12% | 9% | -5% | -1% | ? | ? | 4% | -3%
COc1ccc(C(=O)O)cc1S(=O)(=O)N1CCCc2ccccc21
 : -5%[2.33 µM] | -11% | 30% | 1% | 28% | 3% | 0% | ? | -7%
C=CCOc1c(Br)cc(CNn2cn[nH]c2=S)cc1OC
 : -131%[59 µM] | -11% | 6% | -15% | 14% | -3% | -11% | 30% | -10%
CCc1ccc(-c2cn3c(n2)sc2cc(C(=O)NCCc4ccc(OC)cc4OC)ccc23)cc1
 : 3%[59 µM] | 2% | -9% | -16% | nt | -7% | -3% | 31%[activator] | -6%
